# Screening data (PubChem BioAssay)
# Epigenetic derep = epigenetic control regulation, reporter derepression. Potency, µM (highest dose often 53.9 µM), without a hit: at the top dose GFP activation, most hits filed as activators. 0.2% of 280,000 active. murine LDR cells, GFP reporter derepression, 30 h; also: potency is read from the fitted curve at half-maximal effect; % of control where 0% means no effect; nearly all actives have a fitted effect of over 60% in size
#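 Derepression of a silenced CMV-GFP reporter in murine LDR cells is scored by enumerating GFP-positive cells with a laser-scanning microplate cytometer after 30 hours of treatment at 37 C.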
# KinaseGlo FLuc = counter-screen: inhibitors of Kinase-Glo firefly luciferase; Q27757; Kinase-Glo luciferase, ATP luminescence, 8 min; Potency, µM (doses to about 38.3 µM), for inactives: top-dose activity change, negative = inhibition, usual class: inhibitors; 0.28% of 200,000 active; AID 1379; also: potency is read from the fitted curve at half-maximal effect; % is scaled to controls: 0 for no effect and ±100 for the full control effect; nearly all actives have a fitted effect of over 60% in size
#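 Light output from Kinase-Glo luciferase with luciferin and 10 uM ATP in 50 mM imidazole pH 7.2, KCl, MgCl2, Tween 20, BSA; compound pin-delivered, 8-min ambient incubation, then luminescence read.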
# CBFb RUNX1 block = inhibitors of human CBF-beta and RUNX1 interaction; AlphaScreen CBFb-His/RUNX1-biotin binding, biochemical; Potency, µM (highest dose often 59.8 µM), inactives show at the top dose activity, negative = inhibition, actives largely listed as inhibitors; 230,000 tested, under 10 active; also: % of control where 0% means no effect
#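 Inhibition was taken as any reduction in AlphaScreen signal from the CBF-beta–RUNX1 pair (His and biotin tags, 30 nM each), measured after compound (15 min) and bead (90 min) incubations at room temperature.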
# NPSR antag = antagonists of human neuropeptide S receptor cAMP signaling; Q6W5P4; CHO-NPSR cells, cAMP TR-FRET, antagonist mode; Potency, µM (series often up to 38.3 µM), for the others: at the top dose activity change, negative = inhibition, hits mostly inhibitors; 1% of 220,000 active; AID 1461; also: potency is read from the fitted curve at half-maximal effect; % is scaled to controls: 0 for no effect and ±100 for the full control effect; nearly all actives have a fitted effect of over 50% in size; many of its hits are not listed in these tables
# Target sequence (Q6W5P4 whole entry, looked up): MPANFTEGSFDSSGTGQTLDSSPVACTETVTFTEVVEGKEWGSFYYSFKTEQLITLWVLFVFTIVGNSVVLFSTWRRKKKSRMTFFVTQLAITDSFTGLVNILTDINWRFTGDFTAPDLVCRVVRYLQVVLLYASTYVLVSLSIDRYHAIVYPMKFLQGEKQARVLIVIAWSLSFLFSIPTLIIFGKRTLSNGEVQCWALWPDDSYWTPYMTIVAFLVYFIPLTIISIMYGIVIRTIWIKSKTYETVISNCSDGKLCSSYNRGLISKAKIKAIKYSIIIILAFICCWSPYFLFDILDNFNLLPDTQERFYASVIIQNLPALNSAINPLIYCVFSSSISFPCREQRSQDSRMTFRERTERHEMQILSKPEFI
# IMPase Li inh = membrane-permeable IMPase blocker, potentiated with lithium. AID 1457. 0.35% of 210,000 active. Potency, µM (titrated, usually from 59.4 µM), for the others: top-dose activity, negative = IMPase inhibition, most hits filed as inhibitors. CHO-M1 cells, IP1 TR-FRET (IP-One), carbachol + lithium;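 also: IP1 builds up when IMPase is blocked and the TR-FRET signal falls; potency is read from the fitted curve at half-maximal effect; plate controls were basal vehicle for no effect and high inhibitor control for full effect; nearly all actives have a fitted effect of over 50% in size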
#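 Test compounds were applied to CHO-M1 cells previously cultured for 16–30 h at 2000 per well. A small lithium amount accompanied them; after 30 min at 37C, IP1 was quantified by TR-FRET.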
# aGal spleen mod = inhibits or activates alpha-galactosidase in human spleen homogenate; P06280; 0.008% of 240,000 active; Potency, µM (top dose mostly 80 µM), for the others: at the top dose activity change, negative = inhibition, most hits filed as inhibitors; human spleen homogenate, 4MU-alpha-Gal fluorescence, 40 min;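 also: potency is read from the fitted curve at half-maximal effect; 0% = enzyme with vehicle and -100% = no enzyme basal signal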
# Target sequence (P06280 32-429 limits assumed): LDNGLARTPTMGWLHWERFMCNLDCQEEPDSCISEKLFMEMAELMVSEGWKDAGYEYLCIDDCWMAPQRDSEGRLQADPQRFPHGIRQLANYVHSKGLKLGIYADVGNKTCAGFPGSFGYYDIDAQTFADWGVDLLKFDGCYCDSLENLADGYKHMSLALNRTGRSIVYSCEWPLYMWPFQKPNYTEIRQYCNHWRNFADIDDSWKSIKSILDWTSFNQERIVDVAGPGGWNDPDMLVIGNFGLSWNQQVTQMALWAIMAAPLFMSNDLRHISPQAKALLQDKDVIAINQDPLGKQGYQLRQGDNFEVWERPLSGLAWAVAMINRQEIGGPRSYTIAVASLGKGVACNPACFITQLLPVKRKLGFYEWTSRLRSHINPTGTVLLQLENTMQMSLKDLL
#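 Spleen homogenate 1 ug + cpd (titration) + 4-MU-alpha-D-galactopyranoside 1 mM; 37C 40 min; 50 mM citrate/phosphate pH 5.0, 0.01% Tween-20; stop pH 10; fluorescence 365/440; AC50 via Hill.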
# Lamin A splicing = changes lamin A minigene splicing in HeLa cells | HeLa LMNA splicing GFP/RFP minigene ratio, 48 h | Potency, µM (titrated, usually from 46.1 µM), without a hit: top-dose ratio change, negative = inhibition, actives largely listed as inhibitors | 0.01% of 200,000 active | AID 1487; active = well fitted inhibition curve with a large enough effect in the signal ratio, with a control signal flat, not every such curve was filed as active; inconclusive = small, poorly fitted or top-dose-only effect, or effect the other way, or a change in a side signal; the % refers to the signal ratio; also: potency is read from the fitted curve at half-maximal effect; % is scaled to controls: 0 for no effect and ±100 for the full control effect
#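 S3 HeLa stable clones carrying a lamin A-EGFP splicing minigene plus DsRed2 were seeded at 600 cells/well in Opti-MEM with 2% FBS, pin-dosed and incubated 48 h at 37°C. Acumen cytometry (488 nm) gave the GFP/RFP total-intensity ratio.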
# Starred values were filed as active, the others as inactive; ? = inconclusive; · = not tested or not shown; & = joins results of further samples; [ ] = dose if it differs, or a comment. Unless noted, calls follow the shape of the dose curve; as a rule, active = well fitted curve in the direction sought with a large enough effect; inconclusive = small, poorly fitted or top-dose-only effect, or another doubt; inactive = no such curve, though single readings can be large; an effect the other way counts as inactive or inconclusive. Not all compounds are listed; rates above refer to the full screens.
compound,aGal spleen mod,CBFb RUNX1 block,Lamin A splicing,KinaseGlo FLuc,IMPase Li inh,Epigenetic derep,NPSR antag
CCCCCCC1CCC(C(=O)Nn2c(C)nc3ccccc3c2=O)CC1 (configuration not stated),-8%,-3%,-8%,-1%,42%[activator][38.3 µM],4.0%,-14%[46.1 µM]
C[n+]1nc(Nc2cccc3ccccc23)sc1-c1ccc(C(=O)O)cc1,-5%,-2%,·,·,·,-3.1%,-15%
COc1cc(OC)cc(C(=O)NC2CCN(Cc3nnnn3Cc3ccc(F)cc3)CC2)c1,4%,5%,?,-4%,16%,2.2%,14%
O=C(Nc1ccc2c(c1)Cc1ccccc1-2)c1ccncc1,2%,?,?,2%,-1%,0.0%,15%
O=S(=O)(O)c1ccc(N2N=C(c3ccccc3)CC2c2ccccc2)cc1 (configuration not stated),?,?,8%[46 µM],-3%,?,8.5%,-12%
COc1ccc(S(=O)(=O)Cc2ccc(C(=O)NCCc3cc(OC)ccc3OC)o2)cc1,9%,5%,·,·,6%,-0.3%,-2%
COc1ccc(OCCn2cc(/C(N)=N/O)c3ccccc32)cc1,9%,-16%,-13%,3%,8%[38.3 µM],-2.0%,22%[46.1 µM]
CCn1c(=O)c(C(=O)NC(C)C)c(O)c2ccccc21,-6%,5%,-22%,-2%,24%[38.3 µM],1.4%,14%[46.1 µM]
Cc1ccc(/C=c2\sc3nc(-c4ccccc4Br)nn3c2=O)o1,1%,?,-4%,0%,16%[38.3 µM],-1.1%,?
CC(=O)c1ccc(OC(C)C)c(CSc2nc(O)cc(=O)[nH]2)c1,0%,2%,17%,-3%,-2%[38.3 µM],-2.9%,-10%[46.1 µM]
COc1ccc(N2CCN(C(=O)C(C)(C)Oc3ccc(Cl)cc3)CC2)cc1,6%,-27%,?,2%,48%[activator][38.3 µM],-0.8%,?
Cc1sc2nc(CN3CCCC3)nc(NCc3ccncc3)c2c1C,5%,-3%,?,-2%,9%,1.0%,-12%
COc1ccc(CN2CCNC(=O)C2CC(=O)NCCSc2nccn2C)cc1OC (configuration not stated),5%,6%,4%[46 µM],1%,13%,0.0%,-11%
CCCC(c1nnnn1CCOC)N1CCN(c2cccc(OC)c2)CC1 (configuration not stated),14%,-2%,5%,·,·,-7.8%,-3%[46.1 µM]
COc1cccc(C2=CC(c3cc(OC)ccc3OC)n3nnnc3N2)c1 (configuration not stated),-5%,5%,?,3%,34%[38.3 µM],2.4%,-9%[46.1 µM]
CC(C)Sc1oc(-c2ccco2)nc1S(=O)(=O)c1ccc(F)cc1,1%,-3%,-3%,-2%,17%,0.0%,?
COc1cc(OC)nc(NC(=O)CS(=O)(=O)c2ccccc2)n1,?,-12%,-9%,3%,8%,2.0%,14%
COc1cc2ncnc(NCc3ccco3)c2cc1OC,-2%,5%,·,-1%,6%,-1.3%,8%
O=[N+]([O-])c1ccc(C=Nc2ccc(Cl)cc2Cl)s1,7%,-10%,?,-1%,4%[38.3 µM],0.0%,-7%[46.1 µM]
Cn1cc(Cl)c(C(=O)NC2CCCC2)n1,6%,16%,?,5%,18%[38.3 µM],-0.8%,-1%[46.1 µM]
CN(C)/C=C/C(=O)c1ncc(C(F)(F)F)cc1Cl,-18%,7%,?,-2%,3%,-0.1%,18%
CC(C)c1cc(C(=O)N2CCCC(C(=O)c3ccc4ccccc4c3)C2)on1 (configuration not stated),2%,13%,·,·,·,5.4%,10%
COc1ccc(C(=O)NCCCOc2cccc(NC(C)=O)c2)cc1,6%,6%,·,·,·,-1.4%,1%[7.67 µM]
Cc1cc(NS(=O)(=O)c2ccc(NC(=S)NCc3ccccc3)cc2)no1,3%,5%,·,5%,0%,-1.1%,-2%
O=C(C(=O)N1CCN(c2ccc(F)cc2)CC1)N1CCCCC1,-2%,-1%,·,-1%,0%,-3.1%,14%
CNC(=O)NC(=O)Cn1cnc2sc(-c3ccccc3)cc2c1=O,-1%,4%,·,·,·,-0.6%,-15%
Cc1cc(C)cc(Nc2nc3c(S(=O)(=O)c4ccccc4)nnn3c3ccccc23)c1,-2%,7%,2%,0%,-4%,0.0%,-2%
CC(C)c1nc2oc3c(N4CCN(C)CC4)ncnc3c2c2c1CCC2,-3%,?,9%,13%,-2%[38.3 µM],0.7%,-9%[46.1 µM]
COCCSc1ccccc1C(=O)N1CCN(c2ccccc2OC)CC1,-13%,16%,-16%[46 µM],-4%,1%,6.8%,-3%
CCOC(=O)Cn1nc(C)n(-c2c(C)cccc2C)c1=O,-18%,8%,-5%[46 µM],2%,7%,0.5%,5%

# (next part)
compound,aGal spleen mod,CBFb RUNX1 block,Lamin A splicing,KinaseGlo FLuc,IMPase Li inh,Epigenetic derep,NPSR antag
CCOc1ccc(NC(=O)C(C)Sc2nnnn2C)cc1 (configuration not stated),0%,8%,1%,5%,20%[38.3 µM],-1.0%,0%[46.1 µM]
CCN(CC)Cc1c(O)ccc2occ(C(=O)c3ccc(OC)cc3)c12,-10%,-4%,-9%,0%,10%,-1.0%,5%
COC(=O)N1C(C)=Cc2ccccc2C1CC(C)=O (configuration not stated),11%,-3%,-3%&-20%[9.22 µM],-1%,17%&0%&8%,-0.1%,·
COc1ccccc1N1C(=O)C2C3C=CC(C3)C2(C)C1=O (configuration not stated),-1%,-2%,5%,0%,-15%[38.3 µM],-0.2%,-4%[46.1 µM]
CC(C)c1nc2sc3c(NCc4ccco4)ncnc3c2c2c1COC(C)(C)C2,16%,6%,28%,0%,?,-2.4%,7%[46.1 µM]
COC(=O)c1[nH]c2cccc(Cl)c2c1NC(=O)CN1CCN(CCO)CC1,7%,1%,-1%,-1%,-5%[38.3 µM],-2.4%,4%[46.1 µM]
CS(=O)(=O)N(CC(=O)Nc1ccccc1C(=O)N1CCOCC1)c1ccccc1,4%,6%,0%,-1%,4%,-1.2%,-8%[46.1 µM]
CSc1ccccc1NC(=O)CN(C1CCCCC1)S(C)(=O)=O,-1%,2%,8%,-2%,18%[38.3 µM],-2.3%,-6%[46.1 µM]
CCOc1cc(N2CCOCC2)c(OCC)cc1NC(=O)COc1ncnc2ccccc12,20%,1%,-8%,1%,-12%[38.3 µM],-6.4%,-20%[46.1 µM]
COc1cc(C(=O)N/N=C(\c2ccccc2)c2ccccn2)cc(OC)c1OC,-3%,-18%,?,0%,3%,4.4%,?
Cc1ccc(-c2c[n+](CC(=O)Nc3cc(=O)n(C)c(=O)n3C)c3n2CCC3)cc1,-4%,-1%,?,0%,0%,0.0%,18%
O=C(NCCCNCc1ccccc1)/C(=N\O)c1ccccc1,0%,0%,7%,-1%,-9%[38.3 µM],6.1%,8%[46.1 µM]
Cc1ccc(CCNC(=O)c2nnn(-c3cc(C)cc(C)c3)c2N)cc1,-1%,17%,-10%,2%,29%[38.3 µM],-1.2%,?
Cn1nc(C(=O)Oc2cc(=O)n(C)c3ccccc23)c2ccccc2c1=O,-10%,1%,?,1%,8%,1.1%,5%
Cn1cc(CN(CCO)Cc2cccs2)c(-c2cccc(Cl)c2)n1,1%,-1%,-5%[46 µM],6%,16%,-3.8%,-25%
COc1ccc(C(=O)C2CCCN(C(=O)C3CCOCC3)C2)c(C)c1 (configuration not stated),-7%,0%,-1%[46 µM],1%,9%,1.1%,-1%
CCOC(=O)c1nn(-c2ccc(OC)cc2)c(=O)c2c(N)scc12,1%,-8%,-13%,5%,23%[38.3 µM],1.5%,5%[46.1 µM]
COc1ccc(/C(C)=N/OCC(=O)Nc2nc3ccccc3s2)cc1,-5%,4%,?,-1%,10%,-1.5%,-4%
Cc1ccc(NC(=O)C2CCCN2S(=O)(=O)c2ccc3c(c2)n(C)c(=O)c(=O)n3C)c(C)c1 (configuration not stated),-6%,8%,·,·,·,1.1%,-44%
COc1cccc(NC(=O)CN2CCC(C)CC2)c1,-28%,-2%,13%,-1%,23%[38.3 µM],-5.5%,-9%[46.1 µM]
COC(=O)c1ccccc1NC(=O)C1CCCN(S(C)(=O)=O)C1 (configuration not stated),6%,-2%,9%,-6%,5%[38.3 µM],-1.0%,8%[46.1 µM]
Cc1nn(C(C)C(=O)NCc2cccs2)c(C)c1[N+](=O)[O-] (configuration not stated),1%,-2%,20%[46 µM],2%,3%,-1.8%,13%
Cc1ccccc1OCCC(=O)Nc1c(C)n(C)n(-c2ccccc2)c1=O,4%,4%,3%,-2%,7%[38.3 µM],1.5%,-5%[46.1 µM]
CCOc1cccc(NC(=O)CC#N)c1,5%,11%,-9%,0%,23%[38.3 µM],-2.1%,-23%[46.1 µM]
CC(=O)n1cc(N(C(=O)CCl)c2ccccc2)c2ccccc21,8%,3%,·,·,·,1.1%,-56%
